West Nile antiviral: inhibition of WNV-induced cytopathic effect – cell-based, CPE readout (AID 1621). West Nile virus-infected cells, CPE inhibition; higher % means a stronger effect. CPE inhibition, % at 10 µM, or IC50 in µM where a hit was titrated. 290,000 compounds, 0.02% hits; in the data active = a potency from the dose series; also: strong numbers were not always called active
GPR35 arrestin U2OS: GPR35 antagonists blocking zaprinast-driven arrestin recruitment, primary screen, imaging, U2OS, beta-arrestin-GFP, zaprinast agonist (AID 2058). U2OS GPR35 beta-arrestin-GFP translocation imaging, zaprinast antagonism; higher % means a stronger effect. one-dose inhibition, % at 10 µM; IC50 in µM for titrated hits. 290,000 compounds, 0.052% hits;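 active = inhibition of at least 50% with at least 30 cells and total cytoplasm GFP at most 10,000,000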
PhoP inhibition: PhoP-dependent GFP reporter repression – Salmonella Typhimurium, primary screen (AID 1863) | S. Typhimurium PhoP-regulated promoter GFP reporter, 4 h; higher % means a stronger effect | inhibition, % at 50 µM, or IC50 in µM where a hit was titrated | 300,000 compounds, 0.16% hits;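 active = inhibition over 29.93%, a cutoff 3 SD above the screen mean, later confirmed by dose response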;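 also: 0% = low Mg2+ inducing control and 100% = high Mg2+ repressing control; strong numbers were not always called active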
KOR beta-arrestin-1: KOR antagonists, beta-arrestin recruitment, cell-based, luminescence, uHTS (AID 1778); KOR beta-arrestin recruitment, luminescence, antagonist mode; higher % means a stronger effect; inhibition, % at 10 µM; hits with a dose series show IC50 in µM; 290,000 compounds, 0.091% hits; in the data active = inhibition above about 50%; also: strong numbers were not always called active
GPR55 antagonists: GPR55 antagonists blocking LPI-driven arrestin recruitment, primary screen, imaging, U2OS, beta-arrestin-GFP, LPI agonist (AID 2013); 290,000 compounds, 0.13% hits; one-dose inhibition, % at 10 µM; IC50 in µM for titrated hits; U2OS GPR55 beta-arrestin-GFP translocation imaging, LPI antagonism; higher % means a stronger effect;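 active = spots per cell inhibited over 60%, with over 100 cells counted and total cytoplasm intensity under 500,000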;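 also: U2OS cells stably carrying GPR55 and arrestin-GFP stimulated by 5 µM LPI near EC80; imaged beta-arrestin-GFP aggregate spots per cell after agonist stimulation; plate controls were LPI-stimulated DMSO wells for no effect and DMSO wells without LPI for full effect; some results filed as inactive read as strong as hits; confirmed hits need IC50 under 10 µM and bright autofluorescent wells are also inconclusive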
NTR1 ag: NTR1-driven beta-arrestin-GFP spot formation – imaging, U2OS cells, high content, primary screen (AID 493036) | P30989 | agonist mode | activation, % at 20 µM | 330,000 compounds, 0.17% hits;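 active = activation at or above 40% of the spot to cytoplasm intensity ratio, with at least 20 cells analyzed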;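 also: 0% = DMSO without peptide and 100% = 100 nM NTR1 peptide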
Target sequence (P30989 whole entry, looked up): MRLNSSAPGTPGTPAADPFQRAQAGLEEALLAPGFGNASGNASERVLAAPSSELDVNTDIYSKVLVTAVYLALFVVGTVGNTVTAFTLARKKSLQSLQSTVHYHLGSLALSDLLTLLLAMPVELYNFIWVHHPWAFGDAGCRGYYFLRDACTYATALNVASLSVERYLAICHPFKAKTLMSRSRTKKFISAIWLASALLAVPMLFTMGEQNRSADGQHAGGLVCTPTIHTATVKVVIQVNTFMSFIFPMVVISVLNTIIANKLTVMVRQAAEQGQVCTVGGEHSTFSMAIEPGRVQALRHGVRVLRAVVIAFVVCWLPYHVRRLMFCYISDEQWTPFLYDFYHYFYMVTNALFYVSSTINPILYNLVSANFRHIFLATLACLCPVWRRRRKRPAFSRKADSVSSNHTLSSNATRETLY
KOR beta-arrestin-2: kappa opioid receptor activators – cell-based, luminescence, uHTS, primary screen (AID 1777); KOR beta-arrestin recruitment, luminescence; higher % means a stronger effect; activation, % at 10 µM, or EC50 in µM where a hit was titrated; 280,000 compounds, 0.02% hits; in the data active = activation above about 50%, passing the limit was not always enough; also: a part of the inactive calls stands beside numbers as strong as those of hits
GPR55 activation: GPR55 agonists via beta-arrestin recruitment, primary screen, imaging, U2OS cells, beta-arrestin-GFP redistribution (AID 1961) | U2OS GPR55 beta-arrestin-GFP redistribution imaging; higher % means a stronger effect | one-dose activation, % at 10 µM; EC50 in µM for titrated hits | 290,000 compounds, 0.048% hits;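 active = activation above 40% with more than 50 cells counted in the well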;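 also: U2OS osteosarcoma cells stably expressing GPR55 and beta-arrestin-GFP; plate controls were DMSO negative control for no effect and LPI positive control for full effect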
T cell modulator: T cell immune modulation candidate; 2C CD8+ T cell-vesicle binding, flow cytometry; hits give low values; calls only at 7 µM; 330,000 compounds, 0.068% hits;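 active = response, share of CD8 T cells binding vesicles, and their 90th percentile fluorescence all below set limits, cut at about 80% in these data, passing the limit was not always enough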
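Incubation: binding step 1.5 h, 37 °C, antibody labelling 20 min, ice; system: murine 2C transgenic CD8+ T lymphocytes; technique: cytometric PE anti-B7-1 and Alexa647 anti-CD8 signals after 1% paraformaldehyde fixation; also added: QL9-charged Drosophila Ld/ICAM-1/B7-1 vesicles; control set: naked versus QL9-loaded vesicles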
T cell modulator vesicle-bound %: recorded beside T cell modulator, whose call it bears; double positive events, %; measured here: CD8+ vesicle-bound cell fraction;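 binding gate set so that unloaded-vesicle control wells show 10% double positive cells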
NTR1 ag cell count 20 µM: also measured in NTR1 ag; calls as there; cell count; measured here: cell count, cytotoxicity flag
An asterisk follows results filed as active; i = inactive; . = not tested or not shown; [ ] = another dose, or the depositor's remark.

SMILES	West Nile antiviral	GPR35 arrestin U2OS	PhoP inhibition	KOR beta-arrestin-1	GPR55 antagonists	NTR1 ag	NTR1 ag cell count 20 µM	KOR beta-arrestin-2	GPR55 activation	T cell modulator	T cell modulator vesicle-bound %
Cc1ccccc1-c1nc(CN2CCC(C(=O)NCCN3CCOCC3)CC2)c(C)o1	1.0%	-1.1%	-5.2%	-38.3%	1.1%	-1.0	70	3.5%	-0.2%	i	6.1
CSc1nnc(Cn2c(=O)sc3ccccc32)n1C	0.3%	0.4%	-10.4%	21.4%	-9.7%	-1.2	54	4.2%	0.4%	i	29.2
O=C(CSc1ccc(Br)cc1)Nc1ccccc1N1CCOCC1	-0.3%	-5.0%	-2.3%	-16.7%	7.4%	5.4	68	5.1%	0.3%	i	66.5
CC(=O)c1cccc(NC(=O)c2cc(-c3ccco3)on2)c1	-0.5%	-1.4%	2.4%	-20.5%	1.4%	-1.3	50	-5.5%	0.0%	i	22.9
COc1ccc(S(=O)(=O)N(Cc2cccnc2)Cc2cc3ccccc3[nH]c2=O)cc1	-0.6%	4.9%	-5.5%	-23.7%	10.4%	1.6	72	-0.7%	0.0%	i	62.4
CSc1ccccc1C(=O)C1CCCN(C(=O)NC(C)C)C1 (centres undefined)	-0.8%	14.3%	-3.1%	10.3%	0.8%	0.3	50	-3.4%	0.4%	i	58.8
O=C(NCCN1CCOCC1)C(=O)c1c[nH]c2ccccc12	-0.2%	-4.7%	10.8%	-15.6%	20.4%	-0.8	45	-2.7%	-0.2%	i	16.6
Cc1cc(C)c(C(=O)N2CCC(N3CCC(C(=O)NC(C)C)CC3)CC2)o1	-0.1%	0.6%	2.0%	4.0%	-4.9%	-0.6	75	5.1%	-0.1%	i	67.8
Cc1cc(OCC(=O)N(Cc2ccco2)C2CCS(=O)(=O)C2)ccc1Cl (centres undefined)	-0.4%	2.4%	-5.0%	3.8%	10.8%	-2.1	62	-0.7%	-0.1%	i	8.8
Cc1ccc(S(=O)(=O)N(CC(=O)N2CCOCC2)CC(=O)N2CCOCC2)cc1	0.7%	0.2%	-2.7%	18.4%	-5.8%	-0.3	76	-3.6%	-0.4%	i	22.8
Cc1ccc(CCNC(=O)c2ccc3nc4ccccc4c(=O)n3c2)cc1	0.6%	-2.5%	-3.7%	-6.4%	8.0%	0.9	80	1.2%	0.0%	i	26.2
COc1ccc(OC)c(Nc2nc(-c3sc(NC(=O)CC(C)C)nc3C)cs2)c1	1.2%	0.5%	10.2%	-98.3%	17.6%	14.4	91	4.1%	-0.1%	i	48.6
COc1cc(/C=C2\SC(=S)N(NC(=O)c3ccccc3O)C2=O)ccc1O	1.8%	15.3%	2.7%	23.6%	7.0%	-1.4	65	-2.2%	0.0%	i	38.3
COc1ccc(C(OC(=O)c2c(C)noc2C)C(=O)NC2CCCC2)cc1 (centres undefined)	-0.9%	3.2%	15.6%	19.3%	4.8%	1.1	63	-2.7%	0.0%	i	38.2
O=C(CCC1CCCN(C(=O)CCC(F)(F)F)C1)NCc1ccc(F)c(F)c1 (centres undefined)	0.5%	20.2%	4.4%	-20.2%[20 µM]	0.5%	-0.7	45	.	-0.1%	i	39.5
COc1ccc(NC(=O)c2sc3nc(C)nc(N4CCN(c5ccccn5)CC4)c3c2C)cc1Cl	0.4%	1.0%	0.3%	-37.3%	7.6%	-0.9	45	3.2%	-0.1%	i	14.2
Cc1cc2ccccc2n2c(SCC(=O)N3CCc4ccccc4C3)nnc12	0.4%	9.3%	1.9%	-15.0%	7.4%	4.8	49	-0.2%	0.8%	i	21.6
CCN(CC)CCNC(=O)C1c2ccccc2Oc2ccccc21	-0.5%	-5.7%	10.5%	11.4%	1.3%	0.7	80	-5.2%	0.4%	i	53.9
O=C(NCCc1ccncc1)c1ccc2nc(Cc3cccc(Cl)c3)oc2c1	-0.6%	-9.5%	-3.8%	-33.2%	2.8%	-0.4	61	-1.0%	-0.1%	i	67.3
COc1cc(/C=C2\SC(N3CCCCC3)=NC2=O)cc(OC)c1OC	1.4%	5.1%	1.9%	-15.4%	-6.9%	-0.3	43	6.1%	0.2%	i	52.3
O=C(CNC1CCCCC1)Nc1cc(S(=O)(=O)N2CCOCC2)ccc1Cl	-0.2%	1.4%	1.7%	-14.2%	10.3%	-0.1	63	-0.8%	-0.2%	i	13.9
CCC1CCCCN1CCCNC(=O)C1CCCN(c2nn3c(=O)cc(C)nc3s2)C1 (centres undefined)	0.7%	15.2%	-4.4%	-28.9%	-7.6%	-0.2	63	1.5%	-0.1%	i	9.9
COc1ccc(C2CC(c3cccs3)=NN2C(=O)CSc2nc3ccccc3s2)cc1 (centres undefined)	-1.1%	8.6%	-6.2%	19.1%	6.7%	-0.7	54	-3.1%	-0.5%	i	46.9
CN(CC(=O)Nc1ccc(Cl)cc1)C(=O)CCc1c[nH]c2ccccc12	-0.1%	0.0%	3.4%	-27.3%	1.1%	1.6	44	0.5%	0.2%	i	25.8
N#Cc1c[nH]n2c(=O)cc(Cc3ccccc3)nc12	-0.1%	5.8%	-22.5%	-0.6%	10.1%	0.2	55	-2.8%	-0.2%	i	48.6
The results go on.
SMILES	West Nile antiviral	GPR35 arrestin U2OS	PhoP inhibition	KOR beta-arrestin-1	GPR55 antagonists	NTR1 ag	NTR1 ag cell count 20 µM	KOR beta-arrestin-2	GPR55 activation	T cell modulator	T cell modulator vesicle-bound %
CC(=O)Nc1ccc(S(=O)(=O)Nc2cccc3cccnc23)cc1	0.4%	-1.8%	-3.8%	-32.6%	-1.2%	-0.4	59	0.3%	-0.2%	i	28.2
Cc1ccc(NC(=S)NCCSc2ccc(Cl)cc2)c(C)c1	-1.2%	-10.8%	7.4%	-14.7%	-2.6%	9.4	43	4.5%	0.1%	i	44.0
CC1CCCCC1NC(=O)c1cccc(N2C(=O)C3C4C=CC(C4)C3C2=O)c1 (centres undefined)	-0.6%	2.6%	-5.2%	-22.4%	10.3%	0.2	58	0.7%	-0.3%	i	11.1
COCCCn1c(SCc2nc3ccccc3c(=O)[nH]2)nc2ccccc2c1=O	0.3%	1.4%	4.2%	-50.9%	17.8%	-1.8	88	-4.2%	0.2%	i	7.0
O=C(NCc1ccco1)c1cc([N+](=O)[O-])ccc1N1CCOCC1	-0.3%	8.9%	-1.1%	19.4%	1.4%	0.8	48	-4.9%	-0.2%	i	28.1
CCOCCn1c(CN2CCN(C(=O)c3ccco3)CC2)nc2c1c(=O)n(C)c(=O)n2C	-0.4%	-6.2%	.	-9.0%[20 µM]	9.5%	2.5	53	-0.5%	-0.1%	i	20.1
COC(=O)c1sccc1NS(=O)(=O)c1ccc(F)cc1F	-0.8%	2.8%	9.7%	10.9%	5.0%	0.1	98	2.0%	-0.1%	i	56.7
Cc1nc2ccccc2n1CC(=O)NN	0.1%	4.0%	5.7%	.	18.3%	0.3	77	.	0.2%	i	52.1
COc1ccc(S(=O)(=O)NC(N)=NCCc2ccc(OC)c(OC)c2)cc1	0.0%	-11.4%	-8.3%	-6.7%	5.5%	-1.1	87	2.5%	0.2%	i	60.2
N#Cc1c(-c2ccc(F)cc2)ccnc1N1CCOCC1	0.6%	0.9%	7.3%	9.2%[20 µM]	-5.3%	1.3	42	-7.4%	0.2%	i	36.9
O=C(Nc1ccccc1O)c1ccccc1O	-0.9%	10.3%	16.1%	-6.1%	3.6%	1.1	74	-4.4%	-0.2%	i	35.6
COc1ccccc1CN1CCCCC1C(=O)O (centres undefined)	0.1%	-1.1%	-5.7%	4.8%	-6.4%	-0.1	37	-0.6%	0.9%	i	54.0
CCOC(=O)N1CCC(NC(=O)c2cc3c(-c4ccc(OC)c(OC)c4)nn(C)c3s2)CC1	-0.6%	1.8%	-3.1%	-27.4%	6.6%	0.4	49	2.4%	-0.1%	i	34.7
COc1ccccc1/C=C/C=N/n1c(-c2ccc(Cl)cc2)n[nH]c1=S	-0.5%	12.0%	-9.4%	-59.3%	3.8%	16.7	63	4.1%	-0.2%	i	38.6
Cc1ccccc1CSc1nnc([C@@H]2CCCN2)o1	0.1%	1.8%	0.3%	26.1%	5.4%	1.2	60	-0.9%	0.0%	i	55.2
NS(=O)(=O)c1ccc(CCNC(=O)/C=C/c2ccccc2[N+](=O)[O-])cc1	0.0%	1.8%	1.4%	8.2%	-6.9%	-0.7	29	-7.0%	0.9%	i	5.9
CC(=O)N(C)c1ccc(NC(=O)Nc2ccc(C)c(C)c2)cc1	-0.1%	-14.9%	-11.0%	-20.6%	2.2%	4.4	69	-4.5%	-0.2%	i	58.0
Cc1ccc(Cn2c(SCC(=O)Nc3cccc(C)n3)nc3c2c(=O)n(C)c(=O)n3C)cc1	.	12.2%	.	18.7%	4.3%	.	.	0.7%	-0.1%	.	.
Cc1ccc(-c2noc(CCC(=O)NCC3CCN(Cc4cccc(C)c4)CC3)n2)cc1	1.4%	-13.6%	-5.1%	3.3%	4.0%	1.0	42	-2.3%	-0.1%	i	35.9
COc1ccc(NC(=O)Cn2ncn3c(cc4ccccc43)c2=O)c(OC)c1OC	-0.3%	10.4%	-10.5%	14.7%	10.0%	-0.2	49	-3.2%	-0.1%	i	50.4
COCCNC(=O)[C@@H]1CCCN1C(=O)C1CCN(S(=O)(=O)c2ccc(C)cc2)CC1	0.1%	1.2%	6.7%	-18.8%	-4.0%	0.8	75	-1.3%	0.2%	i	9.6
CCc1cc2ccccc2nc1SCC(=O)N1CCN(C(=O)c2ccco2)CC1	-0.2%	-8.9%	-12.5%	-0.5%	11.5%	.	.	-2.8%	-0.3%	.	.
CC(C)Oc1ccc(N2CC(C(=O)Nc3ccccc3F)CC2=O)cc1 (centres undefined)	0.5%	19.8%	3.3%	14.6%	-1.4%	-0.3	61	10.7%	0.0%	i	3.1
C=C(C)n1c(=O)n(Cc2ccc(C)cc2)c2ccccc21	0.3%	3.4%	-8.5%	10.5%	-3.8%	1.1	60	-2.7%	0.0%	i	31.9
Cc1ccc(SCC(=O)Nc2ccc(N3CCOCC3)cc2)c(C)c1	-0.1%	0.7%	-0.6%	-21.4%	-1.5%	1.0	40	7.1%	0.2%	i	8.4
CC12CC3(C)CC(C)(C1)CC(C(=O)NC(=S)N1CCCC1)(C2)C3	-0.1%	-9.6%	-7.3%	15.4%	-12.3%	0.3	59	5.3%	-0.4%	i	44.8

Screening data (PubChem BioAssay)
